human PMI inhibition: MPI enzyme activity inhibition – biochemical, fluorescence intensity, coupled assay, primary screen (AID 1209). purified PMI enzyme, coupled fluorescence intensity; higher % means a stronger effect. one-dose inhibition, % at 20 µM; IC50 in µM for titrated hits. 190,000 tested, 0.42% active;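 further: plate controls were DMSO vehicle for no effect and wells lacking substrate for full effect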
Myeloid diff 2: myeloid differentiation induction | ER-HoxA9 myeloid progenitors, lysozyme-GFP differentiation, flow cytometry | AID 624256 | calls only at 10 µM | 360,000 tested, 1% active;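 active means normalized GFP-positive differentiation at or above the plate's own cutoff, the solvent-only control mean plus 3 SD; inconclusive means no clear call, values can overlap the other calls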;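 further: cells exposed to compound for four days before flow analysis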
XIAP antagonists: small molecules displacing peptide from XIAP – biochemical, IAP family, fluorescence polarization (AID 1018) | XIAP BIR domain, fluorescence polarization peptide displacement; higher % means a stronger effect | displacement, % at 20 µM; hits with a dose series show IC50 in µM | 200,000 tested, 0.007% active; in the data active means displacement above about 50%; further: a part of the inactive calls stands beside numbers as strong as those of hits
PMI inhibition: human PMI inhibitors, high substrate, primary screen, biochemical, fluorescence intensity, high mannose 6-phosphate (AID 1220). one-dose inhibition, % at 20 µM; IC50 in µM for titrated hits. 190,000 tested, 0.66% active. recombinant PMI enzyme, coupled fluorescence intensity; higher % means a stronger effect
ER stress rescue: rescue of cells from ER stress-induced death, primary screen, 384-well, CSM14.1, thapsigargin, ATP luminescence (AID 1222); CSM14.1 thapsigargin-induced death rescue, ATP luminescence; higher % means a stronger effect; one-dose cellular ATP content (survival), % at 20 µM; EC50 in µM for titrated hits; 190,000 tested, under 10 active;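 active means EC50 below 50 µM in the dose-response confirmation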;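 further: death triggered by thapsigargin at about 15 µM added after 2 h compound pretreatment; cell ATP read after overnight thapsigargin exposure of roughly 18 to 22 hours; normalized against plate controls of thapsigargin alone and 5% DMSO vehicle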
LYP phosphatase: inhibitors of LYP phosphatase, biochemical, fluorescence intensity, uHTS (AID 1779); recombinant LYP phosphatase, fluorescence intensity; higher % means a stronger effect; one-dose inhibition, % at 11.5 µM; IC50 in µM for titrated hits; 290,000 tested, 0.054% active;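 further: plate controls were vehicle with enzyme for no effect and no enzyme for full effect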
M17LAP inhibition: P. falciparum M17LAP inhibitors, primary screen, biochemical, fluorogenic H-Leu-NHMec substrate, 1536-well (AID 1619); recombinant M17LAP, H-Leu-NHMec fluorogenic kinetic assay; higher % means a stronger effect; one-dose inhibition, % at 30 µM; IC50 in µM for titrated hits; 220,000 tested, 0.38% active;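 active means compound inhibiting the enzyme by more than half at any dose during confirmatory dose-response retesting; inconclusive means strong single-dose inhibitors picked by rank but not retested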;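 further: plate controls were full reaction with DMSO carrier for no effect and no enzyme background for full effect; strong numbers were not always called active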
TNAP activators: human TNAP enzyme activators, primary screen, biochemical, luminescent, no phosphate acceptor, uHTS (AID 1001); purified TNAP, luminescent activation assay, no phosphate acceptor; higher activation fold means a stronger effect; activation fold at 20 µM; hits with a dose series show EC50 in µM; 200,000 tested, 0.03% active; in the data active means activation fold from about 3, or a potency from the dose series; inactive means the rest, 99 in 100 with activation fold below about 1.6; further: many of its hits are not listed in these tables
M1AAP inhibition: malaria alanyl aminopeptidase activity blockers – biochemical, fluorogenic H-Leu-NHMec substrate, 1536-well (AID 1445); recombinant M1AAP, H-Leu-NHMec fluorogenic kinetic assay; higher % means a stronger effect; inhibition, % at 30 µM, or IC50 in µM where a hit was titrated; 220,000 tested, 0.42% active;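 active means primary inhibition above the hit cutoff, then over 50% inhibition at one or more dose response concentrations, cut at about 23% in these data, passing the limit was not always enough; inconclusive means conflicting primary data, or primary hits not chosen for dose response; inactive means low primary inhibition, or under 50% at every dose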;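 further: plate controls were DMSO full reaction for no effect and no enzyme background for full effect; strong numbers were not always called active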
Myeloid diff 2 GFP+ MAC1+ %: recorded beside Myeloid diff 2, whose call it bears; GFP+ MAC1+ double positive, %; measured here: differentiation confirmed by MAC1 staining
An asterisk follows results filed as active; i = inactive; ? = inconclusive; nt = not tested or not shown. Unless noted, no stated cut-off is given here; in the data, active means inhibition above about 50%; inactive means the rest.

SMILES	human PMI inhibition	Myeloid diff 2	Myeloid diff 2 GFP+ MAC1+ %	XIAP antagonists	PMI inhibition	ER stress rescue	LYP phosphatase	M17LAP inhibition	TNAP activators	M1AAP inhibition
CN(C(=O)c1ccc(=O)[nH]c1)C1(C(=O)NC2CCCCC2)CCCCC1	1%	i	1.4	-7.1%	3%	-1.2%	5%	7%	1.1	15%
CCc1cc(=O)oc2cc(C)c(CN3CCCCC3)c(O)c12	8%	i	1.6	-3.5%	36%	-1.1%	-7%	-1%	1.1	14%
CC(C)N1CCN(Cc2ccc(Sc3nncn3C)o2)CC1CCO (stereo not drawn)	nt	i	0.3	nt	nt	nt	-9%	-8%	nt	1%
CCN(CC)C(=O)CSc1nc2sc(C)c(C)c2c(=O)[nH]1	-1%	i	1.0	-2.7%	-6%	1.4%	-9%	40%	1	12%
Cn1c(=O)oc2cc(S(=O)(=O)NCCc3ccccc3)ccc21	-8%	i	1.3	-2.3%	-12%	3.0%	-11%	0%	1.1	1%
COc1ccc(Br)cc1CN(C)C(C)C(=O)Nc1cc([N+](=O)[O-])ccc1OC (stereo not drawn)	8%	i	0.8	3.8%	10%	-0.3%	0%	7%	1.1	0%
Fc1ccc(NC(=S)N2CCCCC2)cc1	-27%	i	0.3	1.2%	-12%	0.6%	-7%	-3%	1.1	-6%
Cn1cc(CN2CCC(C(O)c3cccs3)CC2)c(-c2ccccc2F)n1 (stereo not drawn)	nt	i	0.5	nt	nt	nt	-10%	7%	nt	-1%
Cc1nc(Nc2ccc(C(=O)O)cc2)sc1-c1ccccc1	-4%	i	0.1	-1.1%	3%	1.0%	-9%	2%	1.1	10%
O=C(Nc1ccc2c(c1)OCCO2)N1CCN(Cc2ccccc2)CC1	7%	i	0.9	-4.3%	1%	-0.5%	-4%	8%	1	2%
CC1(C(=O)NCCCNc2ncc(C(F)(F)F)cc2Cl)C=CCN1C(=O)c1ccccc1 (stereo not drawn)	-16%	i	2.0	-5.5%	-15%	-4.3%	-3%	6%	1	3%
COc1ccc(Cl)cc1NC(=O)Nc1ccccc1SC	8%	i	0.3	-8.9%	16%	1.6%	-7%	-3%	1.1	-2%
Cc1nn(C)c(Cl)c1C(=O)NCC(=O)NCc1ccccc1	-1%	i	0.5	-3.4%	-1%	2.7%	-6%	7%	1.1	7%
Cc1nc(-c2cccc(NS(=O)(=O)c3cccc4ccccc34)c2)cs1	12%	i	6.9	-5.2%	-2%	-0.7%	-4%	-5%	1.1	2%
O=C(CSCc1ccc(Br)cc1)Nc1ccc(S(=O)(=O)N2CCOCC2)cc1	18%	i	4.8	-4.1%	10%	-1.4%	-4%	-5%	1.1	8%
O=C(NCC(c1cccnc1)N1CCOCC1)C1CCCCC1 (stereo not drawn)	-12%	i	0.5	-4.4%	0%	-0.4%	-6%	-5%	1.1	2%
COc1ccc(C2CC(O)(c3ccccc3)Oc3cc(OC)ccc32)cc1 (stereo not drawn)	nt	i	1.0	nt	nt	nt	-2%	7%	nt	-2%
CSc1ccccc1NC(=S)Nc1cc(C)cc(C)c1	-2%	i	0.7	-1.6%	-3%	-0.8%	-6%	-4%	1.2	-1%
CN(/N=C/c1cccnc1)c1cnc2ccccc2n1	0%	i	0.1	-0.2%	5%	nt	0%	20%	1.2	16%
CC1=CC=CC2=N/C(=N\S(=O)(=O)c3ccc(F)cc3F)c3ccccc3CN12	12%	i	1.0	-4.9%	14%	0.5%	7%	10%	1.1	2%

Additional entries:
SMILES	human PMI inhibition	Myeloid diff 2	Myeloid diff 2 GFP+ MAC1+ %	XIAP antagonists	PMI inhibition	ER stress rescue	LYP phosphatase	M17LAP inhibition	TNAP activators	M1AAP inhibition
CCOC(=O)/C(=N\Nc1ccccc1Cl)N1CCN(C)CC1	15%	i	0.5	-2.9%	11%	0.8%	-2%	4%	1.2	10%
COc1ccc(-c2nc(CN3CCCCC3c3cccnc3)c(C)o2)c(F)c1 (stereo not drawn)	12%	i	0.4	-3.3%	8%	4.2%	-4%	-1%	1.1	5%
Cc1[nH]c(-c2ccc3c(c2)OCO3)nc1C(=O)O	20%	i	3.5	-3.0%	9%	-1.3%	-7%	-5%	1.1	2%
CC(C)(C)Nc1cccccc1=O	17%	i	0.5	0.1%	47%	0.0%	-4%	-4%	1.1	2%
COCCCN(C(C)=O)c1nc(-c2ccc(OC)cc2)cs1	14%	i	1.8	-5.7%	16%	-4.9%	-5%	-6%	1	-2%
CCOC(=O)CN(C(=O)CNC(=O)c1cccs1)C(C(=O)NC1CCCCC1)c1cccs1 (stereo not drawn)	4%	i	0.5	0.1%	8%	-0.6%	-6%	-5%	1.1	-4%
Cc1ccc(/C=N/NC(=O)NN(C)c2ncc(C(F)(F)F)cc2Cl)cc1	10%	i	0.3	-9.9%	7%	0.1%	-3%	-1%	1	-5%
CCSc1nnc(NC(=O)C(C)Sc2nc3ccccc3[nH]2)s1 (stereo not drawn)	21%	i	0.5	-8.7%	18%	2.0%	-4%	17%	1.7	-6%
Cc1noc(C)c1CSc1ncnc2sc(C)c(C)c12	12%	i	1.1	-8.2%	11%	-1.5%	-1%	0%	1.1	7%
CC(C)C(=O)Nc1nnc(Sc2ccc(N(C)C)cc2)s1	9%	i	0.8	-11%	4%	-2.4%	-2%	-5%	1.1	4%
COc1cc2c(cc1NC(=O)CN1C(=O)NC3(CCc4ccccc43)C1=O)oc1ccccc12 (stereo not drawn)	14%	?	nt	-14%	15%	-3.6%	6%	1%	1.1	8%
CCOC(=O)COc1nc(-c2ccco2)cc(-c2ccco2)c1C#N	nt	i	1.1	nt	nt	nt	-7%	-12%	nt	12%
Cc1ccc(O)c(C2=Nc3ccccc3N=C(c3cccc([N+](=O)[O-])c3)C2)c1	13%	i	0.3	-1.8%	12%	3.6%	1%	-9%	1	8%
[O-]/C(=C(\C(=S)Nc1ccccc1F)[n+]1ccccc1)c1ccc(OC(F)F)cc1	nt	i	0.8	nt	nt	nt	-5%	-8%	nt	1%
Cc1cccc(NS(=O)(=O)c2cnc(Cl)c(Br)c2)n1	10%	i	1.0	-3.0%	4%	-1.8%	-4%	0%	1.1	0%
C/C(=N\NC(=O)c1ccccc1NC(=O)c1ccc(Cl)cc1)c1ccncc1	-9%	i	0.7	-1.2%	-3%	1.6%	-2%	1%	1.2	1%
O=C(CN1CCN(c2ccc(F)cc2)CC1)Nc1nnc(-c2ccccc2)s1	1%	i	1.5	-7.0%	3%	0.4%	-3%	14%	1.1	3%
COc1cccc(C(=O)Nc2cc3c(cc2Cl)OCCCO3)c1	-7%	i	0.9	-3.2%	-7%	-1.7%	-3%	-3%	1.1	5%
O=C(CSc1ccc(F)cc1)NC(=O)NCc1ccccc1	7%	i	0.6	-5.1%	7%	-0.3%	-5%	-2%	1	-5%
CCN(CC)C(=O)C1CC(=O)N(c2ccc(OC)cc2)C1c1ccc(OC)cc1 (stereo not drawn)	-8%	i	0.9	-6.1%	-9%	-1.5%	0%	-11%	0.8	-10%

(list continues)
SMILES	human PMI inhibition	Myeloid diff 2	Myeloid diff 2 GFP+ MAC1+ %	XIAP antagonists	PMI inhibition	ER stress rescue	LYP phosphatase	M17LAP inhibition	TNAP activators	M1AAP inhibition
O=C(COc1ccc(S(=O)(=O)N2CCCC2)cc1)NCC1CCCO1 (stereo not drawn)	-5%	i	0.2	-3.5%	-4%	0.0%	-6%	-1%	1.1	-3%
CCn1nnnc1-c1ccc(OC)c(S(=O)(=O)NCc2ccccc2)c1	5%	i	0.5	-8.6%	-4%	-3.2%	-11%	-1%	1	1%
Cc1ccc(C(=O)N2CCN(c3ccccc3Cl)CC2)cc1[N+](=O)[O-]	10%	i	0.8	-7.0%	8%	-0.5%	2%	1%	1	2%
CCCCN(CCCNC(=O)C1CCN(S(=O)(=O)N2CCOCC2)CC1)c1ccccc1	14%	i	0.6	-5.6%	25%	0.2%	-2%	-15%	1.1	2%
CCCNC(=O)c1ccc(-c2nc3ccccc3s2)s1	-6%	i	0.3	-3.3%	-8%	-2.8%	-7%	-10%	1.2	-1%
CC(C)C(NC(=O)c1ccccc1Cl)C(=O)OCc1nc2scc(-c3ccccc3Cl)c2c(=O)[nH]1 (stereo not drawn)	-19%	i	0.5	-0.9%	-15%	12%	-5%	3%	1	1%
O=C(Cc1ccccc1)NC1(Cc2ccc(O)cc2)CCCCC1	15%	i	0.6	-3.9%	11%	0.1%	-4%	-1%	1	6%
CCCn1c(=S)[nH]c2cc(C(=O)NCC3CCCO3)ccc2c1=O (stereo not drawn)	-5%	i	2.1	-3.4%	3%	0.7%	-2%	-3%	1.1	3%
COc1ccc(/C=N/Nc2cn[nH]c(=O)c2Cl)cc1	-5%	i	0.1	-5.5%	-1%	-1.5%	4%	5%	1.1	21%
Cc1cc(C)c2cc(CNC3CCCC3)c(Cl)nc2c1	9%	i	0.5	-9.8%	3%	-3.1%	-12%	-4%	1.1	31%
Cc1cccc(C)c1NC(=O)C1(N(Cc2ccco2)C(=O)Cn2nnnc2N)CCCCC1	4%	i	0.4	-0.6%	7%	0.9%	-5%	11%	1.1	-2%
CCC(C)(C)C1CCC(=NNC(=O)c2ccc(Br)o2)CC1 (stereo not drawn)	-4%	i	0.5	0.8%	4%	-3.5%	-7%	14%	1	10%
CC(C)(C)C(=O)NC(=S)Nc1cc(C(=O)O)ccc1Cl	12%	i	0.6	-2.4%	4%	-3.0%	6%	-7%	1.1	7%
Cc1cc(-c2nn3c(-c4ccccc4)nnc3s2)c2ccccc2n1	26%	?	nt	nt	9%	-2.7%	-4%	6%	1.1	4%
O=C(c1cncc(Br)c1)N1CCN(c2ccc(N3CCOCC3)nn2)CC1	0%	i	3.1	-2.6%	5%	-0.5%	-6%	-32%	1.1	1%
CC(C)(C)NC(=O)c1ccc2c3c(cccc13)CC2	5%	i	0.0	-4.2%	2%	-0.3%	-8%	-4%	1.1	3%
C=CCNC(=O)c1ccc2nccnc2c1	8%	i	1.1	-1.2%	28%	3.9%	-4%	-8%	1.1	3%
Oc1ccccc1/C=N/N1CCN(c2ccccn2)CC1	nt	i	0.0	nt	nt	nt	-2%	12%	nt	4%
COc1cc(/C=N/NC(=O)C(=O)Nc2ccccn2)ccc1O	9%	i	1.3	-4.3%	0%	-1.7%	-4%	37%	1.1	15%
O=C(O)c1cnn2c(-c3ccc(F)cc3)ccnc12	-13%	i	0.2	-4.3%	-10%	-4.9%	2%	17%	1.1	8%
CNc1nc(SCc2ccccc2Cl)nc2c1CCCC2	11%	nt	nt	-2.6%	6%	-1.4%	-3%	6%	1.1	-1%
COc1ccc(C(=O)NC2CCN(C(=S)NCc3ccco3)CC2)cc1	-1%	i	2.1	-5.6%	1%	0.4%	-8%	-12%	1	5%

Screening results: PubChem BioAssay, several laboratories
